Compound activity from PubChem BioAssay.
Kir21 block: inhibitors of mouse Kir2.1 inward-rectifier potassium channel; HEK293-Kir2.1, FluxOR thallium flux fluorescence; hits give low values; Inward rectifier potassium channel 2 (Mus musculus), P35561; 0.85% of 310,000 active; B-score at 10 µM;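 active = fluorescence ratio B-score at or below minus 3 SD of library scores, with starting-brightness B-score within 2 SD, cut at about -4.2 in these data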;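 note: channel flux triggered by added potassium and thallium sulfate stimulus; B-score of peak minus minimum fluorescence over baseline after thallium stimulus; more negative B-score means stronger Kir2.1 block with less thallium influx; some compounds called inactive have numbers as strong as hits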
KCNQ2 block: KCNQ2 potassium channel inhibitors, primary screen, cell-based, CHO-K1, FluxOR thallium flux, B-score (AID 2156); 20 min; hits give low values; B-score at 10 µM; Potassium voltage-gated channel subfamily KQT member 2 (Rattus norvegicus), O88943; 1.1% of 310,000 active;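 active = fluorescence ratio B-score at most minus 3 library SDs, with starting brightness B-score within 2 library SDs, cut at about -5.5 in these data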
Target sequence (O88943 whole entry, looked up): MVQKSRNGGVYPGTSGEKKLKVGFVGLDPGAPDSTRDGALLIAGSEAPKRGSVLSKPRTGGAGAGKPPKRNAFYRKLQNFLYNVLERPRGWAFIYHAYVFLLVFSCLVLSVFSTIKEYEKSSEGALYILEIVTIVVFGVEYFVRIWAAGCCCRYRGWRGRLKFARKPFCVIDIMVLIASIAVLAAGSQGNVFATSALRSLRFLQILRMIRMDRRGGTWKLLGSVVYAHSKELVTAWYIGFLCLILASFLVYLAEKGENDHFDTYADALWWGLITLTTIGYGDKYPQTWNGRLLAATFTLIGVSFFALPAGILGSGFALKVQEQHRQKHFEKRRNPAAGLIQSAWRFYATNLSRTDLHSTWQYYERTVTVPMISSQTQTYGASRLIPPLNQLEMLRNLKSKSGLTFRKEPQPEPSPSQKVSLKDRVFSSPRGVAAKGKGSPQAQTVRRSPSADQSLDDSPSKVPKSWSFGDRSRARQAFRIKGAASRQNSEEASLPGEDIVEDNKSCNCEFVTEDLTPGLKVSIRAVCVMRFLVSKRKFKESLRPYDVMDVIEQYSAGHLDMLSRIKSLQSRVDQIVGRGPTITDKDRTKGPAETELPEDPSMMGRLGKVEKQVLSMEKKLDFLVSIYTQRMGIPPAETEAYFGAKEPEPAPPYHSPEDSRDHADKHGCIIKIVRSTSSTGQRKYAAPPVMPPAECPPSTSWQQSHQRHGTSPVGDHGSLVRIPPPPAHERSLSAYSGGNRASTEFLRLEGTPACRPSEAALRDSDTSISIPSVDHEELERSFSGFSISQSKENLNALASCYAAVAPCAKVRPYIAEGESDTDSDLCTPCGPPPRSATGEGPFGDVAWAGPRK
* = called active by the depositor; i = inactive.

KCNQ2 block | Kir21 block | molecule
i | 0.96 | CC(NC(=O)COc1cccnc1[N+](=O)[O-])c1ccc(F)cc1 (stereo not drawn)
i | -1.7 | COc1ccccc1/C=C/c1onc(C)c1S(=O)(=O)N1CCC(C(=O)NC(C)C)CC1
i | -0.15 | CC(=O)Nc1ccc(NC(=O)c2cc(=O)c3cc(C)cc(C)c3o2)cc1
i | -0.16 | Oc1ccc(C=Nc2ccc3ncccc3c2)c(O)c1
i | -0.34 | CCCCCc1nnc(NC(=O)Cc2ccc([N+](=O)[O-])cc2)s1
i | 1.9 | O=c1c(-c2ccc(Cl)cc2)cnc2n1CCS2
i | -0.63 | CC(=O)O[C@@H]1[C@@]2(C)O[C@H]2CC[C@]23O[C@H]2[C@H](OC3=O)C2=C(C)C(=O)O[C@@]21O
i | 0.41 | CCc1ccc(CCC(=O)Nc2ccc(OC)cc2)o1
i | 0.78 | COc1ccc(NC(=O)N2CCC(n3cnc4ccccc43)CC2)cc1
i | 1.2 | COC(=O)c1c(NC(=O)C2=COCCO2)sc(C)c1C
i | -0.34 | Cc1ccc(NC(=S)N(CCCN2CCOCC2)Cc2ccccn2)cc1Cl
i | 0.06 | CC(=O)c1c(C)oc2ccc(N(C(C)=O)S(=O)(=O)c3ccc(F)cc3C)cc12
i | -0.19 | Cc1ccc([N+](=O)[O-])cc1S(=O)(=O)Nc1ccc(-c2ccc(N3CCOCC3)nn2)cc1
i | -0.09 | COc1cc2ccccc2cc1C(=O)N1CCN(C)CC1
i | 2.2 | CCOC(=O)c1nn(-c2ccc(C)cc2)c(=O)cc1OCC(=O)Nc1cc(C)ccc1OC
i | -0.66 | O=C(COc1ccc(S(=O)(=O)N2CCOCC2)cc1)NCCN1CCOCC1
i | 0.63 | CCN(CC)C(=O)c1ccc(S(=O)(=O)N2CCC(c3nc4ccccc4s3)CC2)cc1
i | -0.45 | Cc1noc(C)c1CSc1ccccc1C(=O)O
i | 0.17 | COc1cc(C2CC(=O)c3cnc(NC(=O)COc4ccccc4)nc3C2)cc(OC)c1OC (stereo not drawn)
i | 2.2 | CCCC/C(O)=C1\C(=O)CC(C)(C)CC1=NCCCCCC(=O)O
i | -0.6 | CS(=O)(=O)Nc1ccc(OCc2ccccc2)cc1
i | 0.05 | CC(C)CN(C(=O)COC(=O)c1ccc([N+](=O)[O-])o1)C1CCS(=O)(=O)C1 (stereo not drawn)
i | -0.86 | CC(C)Sc1cc(N2CCCC2)nc(-c2ccccc2)n1
i | 1.9 | CCC(=O)NC(=S)Nc1ccc(NC(=O)c2ccc(C)c([N+](=O)[O-])c2)cc1
i | -0.44 | COc1ccc(-c2ccc(/C=C3/C(=N)N4C=CSC4=NC3=O)o2)c([N+](=O)[O-])c1

Looked up by structure from the entries so far, seven records:
KCNQ2 block | Kir21 block | molecule
i | -1.7 | COc1ccccc1/C=C/c1onc(C)c1S(=O)(=O)N1CCC(C(=O)NC(C)C)CC1
i | -0.44 | COc1ccc(-c2ccc(/C=C3/C(=N)N4C=CSC4=NC3=O)o2)c([N+](=O)[O-])c1
i | 0.96 | CC(NC(=O)COc1cccnc1[N+](=O)[O-])c1ccc(F)cc1 (stereo not drawn)
i | 1.9 | CCC(=O)NC(=S)Nc1ccc(NC(=O)c2ccc(C)c([N+](=O)[O-])c2)cc1
i | -0.6 | CS(=O)(=O)Nc1ccc(OCc2ccccc2)cc1
i | 1.9 | O=c1c(-c2ccc(Cl)cc2)cnc2n1CCS2
i | 2.2 | CCCC/C(O)=C1\C(=O)CC(C)(C)CC1=NCCCCCC(=O)O

(cont.)
KCNQ2 block | Kir21 block | molecule
i | 0.19 | CCc1ccccc1NC(=O)c1ccc(NCCc2ccccc2)c([N+](=O)[O-])c1
i | -2.6 | Cc1cc(C)cc(NC(=O)CN(C)S(=O)(=O)c2cccc3nsnc23)c1
i | -0.15 | Cc1ccc(CCNC(=O)CCn2c(=O)c3cccn3c3ccc(F)cc32)cc1
i | 0.02 | N#CCCn1cc(C(=O)Nc2ccc([N+](=O)[O-])cc2)c(-c2cccs2)n1
i | -1.5 | CSc1nc(NCC(C)O)c2c3c(sc2n1)CN(C)CC3 (stereo not drawn)
i | 0.93 | CC1(C)S/C(=N/N=C/c2cccs2)NC1=O
i | 0.01 | O=C(O)c1cccc(N/N=C/c2ccc(-c3ccccc3)cc2)c1
i | 0.08 | CC(C)Nc1nc(C#N)nc(NC(C)C)n1
i | -0.03 | NC(=O)c1csc(-c2ccncc2)n1
i | -6.7* | O=C(NC1CCN(Cc2ccccc2)CC1)c1ccccc1OCc1ccccc1Cl
i | -0.99 | Cc1ccc(NS(=O)(=O)c2ccc3oc(=O)ccc3c2)cc1Cl
i | 1 | COc1nnc(-c2ccc(C)c(S(=O)(=O)NCC3CCCO3)c2)c2ccccc12 (stereo not drawn)
i | -2.2 | Nc1nc(-c2ccc(Cl)cc2)nn1C(=O)c1ccco1
i | 3.1 | CCOC(=O)N1CCN(Cc2nnc(-c3ccccc3Cl)o2)CC1
i | 0.03 | Cc1ccc(C(=O)NC=C(Cl)Cl)cc1
i | -1.9 | COc1ccc(S(=O)(=O)NNC(=O)c2cc3c4ccccc4n(C)c3s2)cc1
i | 1.1 | COc1ccc(CCC(=O)NCCc2ccc(OC)c(OC)c2)cc1
i | 0.45 | Cc1cc(N2CCN(c3ccccc3)CC2)n2nnnc2n1
i | 0.23 | COc1ccc(S(=O)(=O)N(C)CC(=O)N2CCN(c3ccc(F)cc3)CC2)cc1OC
i | -0.05 | COc1cc(C(=O)NCC(=O)NCCN2C(=O)S/C(=C\c3ccc4c(c3)OCO4)C2=O)cc(OC)c1OC
i | -0.92 | O=C(O)c1cccc(CSc2n[nH]c(-c3ccc(Cl)cc3Cl)n2)c1
i | 1.7 | CN(C)c1nc(N)c([N+](=O)[O-])c(N2CCCCCC2)n1
i | 0.27 | COC(=O)C1=CN(c2cc(C)cc(C)c2)C=C(C(=O)OC)C1c1ccc(OC)c(O)c1
i | -1.9 | COc1ccc(OC)c(S(=O)(=O)Nc2cccc(C(C)=O)c2)c1
i | -0.72 | O=C(NCc1ccco1)C1CCCN1C(=O)Nc1cccc(Cl)c1 (stereo not drawn)
i | -2.1 | COc1cccc(-n2nnnc2SCC(=O)Nc2ccc(NC(C)=O)cc2)c1
i | -0.5 | Cc1cc(C)c2nc(SC(C)C(=O)NCC(=O)Nc3ccc(F)c(F)c3F)cc(C)c2c1 (stereo not drawn)
i | 0.16 | CON/C=N/C(=S)Nc1ncc(C(F)(F)F)cc1Cl
i | -0.63 | Clc1ccc(OCCSc2ncccn2)c(Br)c1
i | -0.16 | O=C(Nc1ncccc1O)c1ccc(S(=O)(=O)N2CCCC2)cc1
i | -1.8 | O=S(=O)(NC1CCCC1)c1ccc(S(=O)(=O)NC2CCCC2)cc1
i | -0.89 | Cc1cccc(NC(=S)N(CCc2ccncc2)C(C)C)c1C
i | -0.67 | O=c1c(Cc2ccc(F)cc2)c(O)ccn1CCc1cnc[nH]1
i | -0.02 | O=C(NNc1nc2c(F)cc(F)cc2s1)C1=COCCO1
i | 1.3 | COc1ccc(C)cc1S(=O)(=O)Nc1ccc2c(c1)OCO2
i | -1.8 | COCCN(C(=O)COC(=O)CSc1ccccc1)c1c(N)n(Cc2ccccc2)c(=O)[nH]c1=O
i | 0.28 | CCc1ccc(NC(=O)C2C3C=CC(C4CC34)C2C(=O)O)cc1 (stereo not drawn)
i | -0.87 | CSC1=NCCN1C(=O)c1ccc2c(c1)OCO2
i | 0.71 | Cc1nc(-c2ccccn2)nc(N2CCOCC2)c1Cl
i | -0.44 | COc1ccc(OC)c(C2/C(=C(/O)c3cnn(-c4ccccc4)c3C)C(=O)C(=O)N2CCN(C)C)c1 (stereo not drawn)
i | 0.44 | N#CCCn1cc(C(=O)Nc2ccc(C(=O)O)cc2)c(-c2cccc(Br)c2)n1
i | 1.4 | Cc1cc(C)c2oc(C(=O)N(Cc3cccs3)C3CCS(=O)(=O)C3)cc(=O)c2c1 (stereo not drawn)
i | -0.49 | CN(CCC#N)Cc1cc(=O)oc2ccc3ccccc3c12
i | -2.6 | CCOC(=O)CCCNC(=O)CSc1nnc(-c2ccccc2)c(-c2ccccc2)n1
i | -2.4 | CN=c1scc(-c2ccc([N+](=O)[O-])cc2)n1/N=C/c1ccco1
i | 0 | COc1ccc2nc(Nc3nc(CSc4nnc(C)s4)cc(=O)[nH]3)nc(C)c2c1
i | -0.92 | CSc1cccc(NC(=O)CCS(=O)(=O)c2cccc3nonc23)c1
i | 1.2 | Cc1ccc(CNC(=O)C2CCN(S(=O)(=O)c3c(C)noc3C)CC2)cc1
i | -0.17 | CCc1ccc2[nH]c(=O)c(CN(Cc3ccc(OC)cc3)Cc3nnnn3CCOC)cc2c1
i | -1.5 | Cn1c(SCc2nc(-c3ccc(Br)cc3)no2)nnc1-c1ccco1

Compound profiles, from the list above.
`N#CCCn1cc(C(=O)Nc2ccc(C(=O)O)cc2)c(-c2cccc(Br)c2)n1` in the list: KCNQ2 block: i; Kir21 block: 0.44
`O=C(Nc1ncccc1O)c1ccc(S(=O)(=O)N2CCCC2)cc1` in the list: KCNQ2 block: i; Kir21 block: -0.16

Following part.
KCNQ2 block | Kir21 block | molecule
i | -3 | COCCOC(=O)c1c(C)oc2ccc(NS(=O)(=O)c3cccs3)cc12
i | -0.42 | Cc1cccc2sc(N(CCCN(C)C)C(=O)CN3C(=O)c4ccccc4C3=O)nc12
i | 1.1 | Nc1ccc(CC2SC(=O)NC2=O)cc1 (stereo not drawn)
i | 0.59 | CCC1CCCCN1CC(=O)c1c(C)[nH]c2ccc(OC)cc12 (stereo not drawn)
i | -0.43 | COc1ccc(Nc2nc(C)cc(C)n2)cc1Cl
i | 0.09 | Cc1ccc(NC(=O)c2ccc(=O)n(CC(=O)Nc3c(C)cc(C)cc3C)n2)cc1
i | 1.1 | Cc1cc2oc(=O)cc(C)c2c(=O)o1
i | 1.3 | N#CC(Cc1cccc(CC(C#N)(c2ccccc2)c2ccccc2)c1)(c1ccccc1)c1ccccc1
i | -2.3 | Cc1ccc(C2=NOC(=O)/C2=C\c2ccc(C)o2)cc1
i | -0.09 | O=S(=O)(c1ccc(Cl)c(NC(=S)N/N=C/c2ccc(O)cc2)c1)N1CCOCC1
i | -0.06 | CC(C)CNC(=O)c1ccccc1SCC(=O)NC12CC3CC(CC(C3)C1)C2
i | -0.23 | CN(c1ccccc1)S(=O)(=O)c1cccc(NC(=O)c2cc(=O)c3ccccc3o2)c1
i | 0.75 | COC(=O)c1ccccc1NC(=O)CS(=O)(=O)Cc1nc(-c2ccc(C)cc2)oc1C
i | -1.2 | CCCn1nnc(NC(=O)c2ccc([N+](=O)[O-])cc2Cl)n1
i | 0.01 | CC(Sc1nc(-c2ccccc2)cc(C(F)(F)F)n1)C(=O)NCCN1CCOCC1 (stereo not drawn)
i | 1.1 | COc1cccc(NC(=O)C2CCN(S(=O)(=O)c3ccc4c(c3)C(C)(C)C(=O)N4C)CC2)c1
i | 0.03 | COc1cccc(SCc2noc(C(=O)NCCN(C)C)c2C(=O)NCCN(C)C)c1
i | 1.3 | CCOC(=O)c1nn(-c2ccccc2)c2nnc(Cc3ccccc3)c(=O)n12
i | -1.1 | CN1CCN(C2=Nc3c(Cl)cc(Cl)c4cccc2c34)CC1
i | 0.2 | NC(=O)c1ccc(NC(=O)CCCNC(=O)c2ccc(Cl)cc2)cc1
i | -0.21 | COc1cc(/C=N/NC(=O)NC23CC4CC(CC(C4)C2)C3)ccc1O
i | -1.4 | Nc1cc(=O)[nH]c(SCC(=O)Nc2ccc3c(c2)CCC3)n1
i | 1.3 | C=CCc1cc(OC)ccc1OCCN1CC(C)OC(C)C1 (stereo not drawn)
i | -7.1* | CCOC(=O)C1=C(C)NC(SC)=C(C#N)C1CC(C)C (stereo not drawn)
i | 0.12 | O=C(COC(=O)c1c2ccccc2cc2ccccc12)Nc1ncc(C(F)(F)F)cc1Cl
i | 1 | COc1ccc(/C=N/OC(=O)Nc2ccccc2)cc1[N+](=O)[O-]
i | 0.91 | CN(C)S(=O)(=O)c1ccc(C(=O)NCc2nnc(SCC(=O)Nc3ccc(F)cc3)n2-c2ccc(F)cc2)cc1
i | 0.58 | CCC(C)c1ccccc1NC(=O)COC(=O)c1ccc2[nH]c3c(c2c1)CCCC3 (stereo not drawn)
i | -9.5* | O=C(CNCc1ccccc1)Nc1ccc(Oc2ccccc2)cc1
i | 1.4 | CN1C(=O)c2ccccc2C(C(=O)NCc2ccco2)C1c1c[nH]c2ccccc12 (stereo not drawn)
i | 0.3 | O=C(CCCSc1nc2ccccc2[nH]1)NC1CCCCC1
i | -0.71 | CCNC(=S)NCc1ccc2c(c1)OCO2
i | 0.27 | Cc1cc(NC(=O)CSc2nc3cc(Cl)ccc3c(=O)n2CC(C)C)no1
i | 1.4 | CC(=O)Nc1ccc(S(=O)(=O)NC2CCSc3ccccc32)cc1 (stereo not drawn)
i | 0.05 | c1coc(-c2ccnc(-c3ccncc3)n2)c1
i | 0.97 | CNC(=O)NC(=O)C(C)Oc1ccccc1F (stereo not drawn)
i | -0.04 | Cc1cccc(CS(=O)(=O)Cc2ccc(C(=O)NCc3cccs3)o2)c1
i | -0.26 | Cc1ccc(NC(=O)COc2ccccc2[N+](=O)[O-])nc1
i | -0.38 | Cc1ccc(C)c2nc(SCC(=O)NCc3cccs3)c(C#N)cc12
i | -1.9 | O=C(Nc1ccc(O)cc1)c1ccc(NC(=O)c2ccco2)cc1
i | -1.2 | Cc1ccc(-n2c(=O)c3ccccc3n(CC(=O)NCc3ccco3)c2=O)cc1
i | -0.02 | O=C(CCCC(=O)N1CCN(c2ccc([N+](=O)[O-])cc2)CC1)c1ccccc1
i | 0.23 | COc1ccc(NC(=O)CSc2nnc(CCC(=O)O)c(=O)n2N)cc1
i | 1.2 | CCN(CC)c1ccc(/C=N/NC(=O)OC)c(O)c1
i | -0.37 | Cc1c(C(=O)N(C)C)sc(NC(=O)c2cc([N+](=O)[O-])cc([N+](=O)[O-])c2)c1C#N
